GPR55 activation: selective activators of receptor GPR55 – imaging, U2OS cells, beta-arrestin-GFP redistribution, primary screen (AID 1961). U2OS GPR55 beta-arrestin-GFP redistribution imaging; higher % means a stronger effect. activation, % at 10 µM, or EC50 in µM where a hit was titrated. hit rate 0.048% among 290,000;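 active means activation above 40% with more than 50 cells counted in the well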;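 further: U2OS osteosarcoma cells stably expressing GPR55 and beta-arrestin-GFP; plate controls were DMSO negative control for no effect and LPI positive control for full effect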
West Nile antiviral: inhibition of WNV-induced cytopathic effect – cell-based, CPE readout (AID 1621); CPE inhibition, % at 10 µM; hits with a dose series show IC50 in µM; West Nile virus-infected cells, CPE inhibition; higher % means a stronger effect; hit rate 0.02% among 290,000; in the data active means a potency from the dose series; further: strong numbers were not always called active
HIV peptide binding: inhibitors of HIV fusion peptide binding, primary screen, biochemical, uHTS, fluorescence dequenching (AID 1986) | cell-free peptide binding, fluorescence dequenching, 30 min; higher % means a stronger effect | inhibition, % at 20 µM, or IC50 in µM where a hit was titrated | hit rate 0.3% among 290,000; in the data active means inhibition mostly above about 52%, no sharp cut-off; inactive means mostly below about 76%; further: some results filed as inactive read as strong as hits
KOR beta-arrestin-1: kappa opioid receptor activators – cell-based, luminescence, uHTS, primary screen (AID 1777); KOR beta-arrestin recruitment, luminescence; higher % means a stronger effect; one-dose activation, % at 10 µM; EC50 in µM for titrated hits; hit rate 0.02% among 280,000; in the data active means activation above about 50%, passing the limit was not always enough; further: a part of the inactive calls stands beside numbers as strong as those of hits
NOD1 inhibition: NOD1 signaling inhibitors, primary screen, cell-based, luminescence, uHTS (AID 1578). NOD1-driven NF-kB luciferase reporter cells, luminescence; higher % means a stronger effect. one-dose inhibition, % at 4 µM; EC50 in µM for titrated hits. hit rate 1% among 290,000; in the data active means inhibition mostly above about 36%, no sharp cut-off; inactive means mostly below about 34%;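 further: HEK-293T reporter cells stimulated with the NOD1 agonist gamma-tri-DAP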
KOR beta-arrestin-2: KOR antagonists, beta-arrestin recruitment, cell-based, luminescence, uHTS (AID 1778) | KOR beta-arrestin recruitment, luminescence, antagonist mode; higher % means a stronger effect | one-dose inhibition, % at 10 µM; IC50 in µM for titrated hits | hit rate 0.091% among 290,000; in the data active means inhibition above about 50%; further: strong numbers were not always called active
GPR55 antagonists: inhibition of LPI-stimulated GPR55 beta-arrestin translocation – imaging, U2OS, beta-arrestin-GFP, LPI agonist, primary screen (AID 2013) | U2OS GPR55 beta-arrestin-GFP translocation imaging, LPI antagonism; higher % means a stronger effect | hit rate 0.13% among 290,000 | inhibition, % at 10 µM, or IC50 in µM where a hit was titrated;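 active means spots per cell inhibited over 60%, with over 100 cells counted and total cytoplasm intensity under 500,000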;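 further: U2OS cells stably carrying GPR55 and arrestin-GFP stimulated by 5 µM LPI near EC80; imaged beta-arrestin-GFP aggregate spots per cell after agonist stimulation; plate controls were LPI-stimulated DMSO wells for no effect and DMSO wells without LPI for full effect; some results filed as inactive read as strong as hits; confirmed hits need IC50 under 10 µM and bright autofluorescent wells are also inconclusive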
NS5 inhibitors: Dengue-2 NS5 methyltransferase inhibitors, primary screen, biochemical, confirmation dose response (AID 588689); Dengue-2 NS5 methyltransferase capping enzyme assay, biochemical; higher % means a stronger effect; one-dose inhibition, % at 25 µM; IC50 in µM for titrated hits; hit rate 0.3% among 340,000; in the data active means a potency from the dose series
GPR35 arrestin U2OS: GPR35 antagonists blocking zaprinast-driven arrestin recruitment, primary screen, imaging, U2OS, beta-arrestin-GFP, zaprinast agonist (AID 2058) | U2OS GPR35 beta-arrestin-GFP translocation imaging, zaprinast antagonism; higher % means a stronger effect | inhibition, % at 10 µM, or IC50 in µM where a hit was titrated | hit rate 0.052% among 290,000;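 active means inhibition of at least 50% with at least 30 cells and total cytoplasm GFP at most 10,000,000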
NS5 inhibitors pilot replicate: recorded beside NS5 inhibitors, whose call it bears; inhibition, %; measured here: pilot screen replicate inhibition
* = called active by the depositor. The list is partial, so the mix of outcomes need not match the whole.

`Cc1cc(NCc2ccccc2)nc(N2CCOCC2)n1` gave GPR55 activation -0.3%, West Nile antiviral -0.1%, HIV peptide binding -2.4%, KOR beta-arrestin-1 2.7%, NOD1 inhibition -38%, KOR beta-arrestin-2 -24%, GPR55 antagonists 14%, NS5 inhibitors -8% and GPR35 arrestin U2OS 22%.
O=C(NC(=S)N1CCCC(C(F)(F)F)C1)c1ccc(F)cc1 (centres undefined) was read as GPR55 activation 0.3%, West Nile antiviral 1.2%, HIV peptide binding 2.2%, KOR beta-arrestin-1 -4.6%, NOD1 inhibition -5%, KOR beta-arrestin-2 -32%, GPR55 antagonists 11%, NS5 inhibitors -6% and GPR35 arrestin U2OS -10%.
O=C(Nc1nncs1)c1cccc(S(=O)(=O)N2CCOCC2)c1 was read as GPR55 activation 0.5%, West Nile antiviral 0.8%, HIV peptide binding -0.3%, KOR beta-arrestin-1 -4.4%, NOD1 inhibition -15%, KOR beta-arrestin-2 -4%, GPR55 antagonists 16%, NS5 inhibitors -3%, GPR35 arrestin U2OS 0% and NS5 inhibitors pilot replicate -3.0.
`Cc1ccc(N2C(=O)[C@@H]3C(C(=O)CN4C(=O)c5ccccc5C4=O)=NN[C@@H]3C2=O)c(C)c1` gave GPR55 activation -0.1%, West Nile antiviral 0.2%, HIV peptide binding -2.5%, KOR beta-arrestin-1 1.3%, NOD1 inhibition -8%, KOR beta-arrestin-2 27%, GPR55 antagonists -1% and GPR35 arrestin U2OS 8%.
Screening COc1ccc(CN(C)CCc2ccccn2)c(OC)c1OC returned GPR55 activation -0.1%, West Nile antiviral 1.7%, HIV peptide binding -2.3%, KOR beta-arrestin-1 0.3%, NOD1 inhibition -11%, KOR beta-arrestin-2 9%, GPR55 antagonists 14%, NS5 inhibitors -7% and GPR35 arrestin U2OS 5%.
CCOCCCNC(=O)C(c1ccc(C)cc1)N(Cc1cccs1)C(=O)CNC(C)=O (centres undefined) was read as GPR55 activation 0.3%, West Nile antiviral 0.4%, HIV peptide binding -1.6%, KOR beta-arrestin-1 -3.7%, NOD1 inhibition -27%, KOR beta-arrestin-2 -15%, GPR55 antagonists 17%, NS5 inhibitors -7% and GPR35 arrestin U2OS -2%.
`COc1ccccc1OCC(=O)N1CCCC(Nc2ccc(F)c(F)c2)C1` (centres undefined) gave GPR55 activation -0.1%, West Nile antiviral -0.8%, HIV peptide binding -1.4%, KOR beta-arrestin-1 -4.1%, NOD1 inhibition -27%, KOR beta-arrestin-2 19%, GPR55 antagonists 6%, NS5 inhibitors -2% and GPR35 arrestin U2OS 2%.
Screening Cc1nnsc1NC(=O)OCC(C)C returned GPR55 activation 0.3%, West Nile antiviral -0.1%, HIV peptide binding 2.2%, KOR beta-arrestin-1 1.8%, NOD1 inhibition -29%, KOR beta-arrestin-2 -1%, GPR55 antagonists 26%, NS5 inhibitors -6% and GPR35 arrestin U2OS 9%.
Screening CSc1ccccc1OCc1cc(C(=O)N2CCCC2c2nonc2C)no1 (centres undefined) returned GPR55 activation -0.2%, West Nile antiviral -0.4%, HIV peptide binding -1.1%, KOR beta-arrestin-1 3.0%, NOD1 inhibition -82%, KOR beta-arrestin-2 21%, GPR55 antagonists 8%, NS5 inhibitors -2% and GPR35 arrestin U2OS -20%.
Screening CC(Oc1ccc(Br)cc1)C(=O)Nc1ccc(S(=O)(=O)Nc2nccs2)cc1 (centres undefined) returned GPR55 activation 0.0%, West Nile antiviral 0.1%, HIV peptide binding 7.8%, KOR beta-arrestin-1 10%, NOD1 inhibition 5%, KOR beta-arrestin-2 -1%, GPR55 antagonists -5%, NS5 inhibitors 5% and GPR35 arrestin U2OS 1%.
COc1cc(/C=C2\SC(=S)N(NC(=O)c3ccc(O)cc3)C2=O)ccc1O was read as GPR55 activation 0.3%, West Nile antiviral -0.7%, HIV peptide binding 9.8%, KOR beta-arrestin-1 0.6%, NOD1 inhibition -22%, KOR beta-arrestin-2 47%, GPR55 antagonists 12%, NS5 inhibitors 8% and GPR35 arrestin U2OS -1%.
For COc1ccc2nc(N(CCN(C)C)C(=O)/C=C/c3cccs3)sc2c1 the results were GPR55 activation 0.3%, West Nile antiviral 3.2%, HIV peptide binding 0.0%, KOR beta-arrestin-1 -1.7%, NOD1 inhibition -2%, KOR beta-arrestin-2 3%, GPR55 antagonists 18%, NS5 inhibitors -10% and GPR35 arrestin U2OS -7%.
Screening Cn1c(N)c(C(=O)COC(=O)CCC2CCCC2)c(=O)n(C)c1=O returned GPR55 activation -0.2%, West Nile antiviral -0.5%, HIV peptide binding -1.4%, KOR beta-arrestin-1 -1.7%, NOD1 inhibition -24%, KOR beta-arrestin-2 0%, GPR55 antagonists 4%, NS5 inhibitors 4% and GPR35 arrestin U2OS 2%.
Screening CC(Nc1[nH]c(=O)n(C)c(=O)c1N=O)c1ccccc1 (centres undefined) returned GPR55 activation -0.5%, West Nile antiviral -0.1%, HIV peptide binding -1.9%, KOR beta-arrestin-1 1.0%, NOD1 inhibition 3%, KOR beta-arrestin-2 23%, GPR55 antagonists -14%, NS5 inhibitors 5% and GPR35 arrestin U2OS -8%.
Screening O=C(CCSCc1ccccc1F)NCc1cccnc1 returned GPR55 activation -0.3%, West Nile antiviral -0.9%, HIV peptide binding 1.1%, KOR beta-arrestin-1 8.8%, NOD1 inhibition -6%, KOR beta-arrestin-2 -19%, GPR55 antagonists 11%, NS5 inhibitors -1% and GPR35 arrestin U2OS 9%.
`Cc1ccccc1C(=O)NCC(=O)Nc1ccccc1C(F)(F)F` gave GPR55 activation -0.1%, West Nile antiviral -0.2%, HIV peptide binding 0.1%, KOR beta-arrestin-1 1.6%, NOD1 inhibition 30%, KOR beta-arrestin-2 -6%, GPR55 antagonists 2%, NS5 inhibitors 2% and GPR35 arrestin U2OS -4%.
CC(C)(C)CC(=O)Nc1nnc(SCC(=O)NC2CCCCC2)s1 was read as GPR55 activation -0.1%, West Nile antiviral -1.2%, HIV peptide binding 0.2%, KOR beta-arrestin-1 -3.4%, NOD1 inhibition -6%, KOR beta-arrestin-2 -60%, GPR55 antagonists 10%, NS5 inhibitors 2% and GPR35 arrestin U2OS 0%.
`CCOC(=O)COn1c(=O)c(-c2ccc(OC)c(OC)c2)[n+]([O-])c2ccccc21` gave GPR55 activation 0.8%, West Nile antiviral 0.5%, HIV peptide binding 5.1%, KOR beta-arrestin-1 1.3%, NOD1 inhibition 2%, KOR beta-arrestin-2 -6%, GPR55 antagonists -4% and GPR35 arrestin U2OS -6%.
For CN(Cc1cnccn1)C(=O)C1CCC(=O)N(CCc2ccccc2)C1 (centres undefined) the results were GPR55 activation 0.3%, West Nile antiviral 0.0%, HIV peptide binding -0.5%, KOR beta-arrestin-1 -2.2%, NOD1 inhibition 0%, KOR beta-arrestin-2 -25%, GPR55 antagonists 2%, NS5 inhibitors -1% and GPR35 arrestin U2OS 53%.
`CC(=O)Nc1cccc(NC(=S)Nc2ccc(F)c(Cl)c2)c1` gave GPR55 activation -0.2%, West Nile antiviral -0.2%, HIV peptide binding 7.6%, KOR beta-arrestin-1 0.9%, NOD1 inhibition 3%, KOR beta-arrestin-2 6%, GPR55 antagonists 12%, NS5 inhibitors 9% and GPR35 arrestin U2OS 0%.
Cc1c(C#N)c(O)n(CCO)c(=O)c1N=Nc1ccc2c(c1)COC2=O was read as GPR55 activation -0.1%, West Nile antiviral 0.0%, HIV peptide binding 2.0%, KOR beta-arrestin-1 -8.1%, NOD1 inhibition 4%, GPR55 antagonists -31%, NS5 inhibitors -3% and GPR35 arrestin U2OS 6%.
`Cc1ccc(C(=O)NCc2ccc3c(c2)OCO3)cc1S(=O)(=O)N1CCOCC1` gave GPR55 activation -0.2%, West Nile antiviral -0.1%, HIV peptide binding -2.2%, KOR beta-arrestin-1 -0.6%, KOR beta-arrestin-2 21%, GPR55 antagonists 4%, NS5 inhibitors -1% and GPR35 arrestin U2OS 6%.
`CCOCC(=O)Nc1cc(OC)c(Cl)cc1OC` gave GPR55 activation -0.1%, West Nile antiviral 0.8%, HIV peptide binding 0.8%, KOR beta-arrestin-1 -0.6%, KOR beta-arrestin-2 28%, GPR55 antagonists -8%, NS5 inhibitors -9% and GPR35 arrestin U2OS 2%.
Screening CCCOc1cccc(C(=O)NC(=S)Nc2cccc(C(F)(F)F)c2)c1 returned GPR55 activation -0.1%, West Nile antiviral -0.1%, HIV peptide binding -0.5%, KOR beta-arrestin-1 -0.2%, NOD1 inhibition 6%, KOR beta-arrestin-2 -34%, GPR55 antagonists 3%, NS5 inhibitors 1% and GPR35 arrestin U2OS 4%.
For Oc1c(C=NCc2ccncc2)sc2ccccc12 the results were GPR55 activation -0.1%, West Nile antiviral 0.7%, HIV peptide binding -1.9%, KOR beta-arrestin-1 -2.5%, NOD1 inhibition -17%, KOR beta-arrestin-2 -27%, GPR55 antagonists 12% and GPR35 arrestin U2OS 0%.
Screening COc1ccc(CNC(=O)CN(Cc2ccc(Cl)cc2)C(=O)c2csnn2)cc1 returned GPR55 activation -0.4%, West Nile antiviral -0.5%, HIV peptide binding -0.8%, KOR beta-arrestin-1 5.3%, NOD1 inhibition -9%, KOR beta-arrestin-2 -34%, GPR55 antagonists -4%, NS5 inhibitors -2% and GPR35 arrestin U2OS 13%.
Screening CCC(C)NC(=O)CCn1c(-c2ccc(F)cc2)cc(C(C)=O)c1C (centres undefined) returned GPR55 activation 0.0%, West Nile antiviral -0.6%, HIV peptide binding 0.9%, KOR beta-arrestin-1 -4.0%, NOD1 inhibition -38%, KOR beta-arrestin-2 6%, GPR55 antagonists 6%, NS5 inhibitors 2% and GPR35 arrestin U2OS -4%.

Arranged by number of heavy atoms (smallest number first): some entries from above.
For Oc1c(C=NCc2ccncc2)sc2ccccc12 the results were GPR55 activation -0.1%, West Nile antiviral 0.7%, HIV peptide binding -1.9%, KOR beta-arrestin-1 -2.5%, NOD1 inhibition -17%, KOR beta-arrestin-2 -27%, GPR55 antagonists 12% and GPR35 arrestin U2OS 0%.
CC(C)(C)CC(=O)Nc1nnc(SCC(=O)NC2CCCCC2)s1 was read as GPR55 activation -0.1%, West Nile antiviral -1.2%, HIV peptide binding 0.2%, KOR beta-arrestin-1 -3.4%, NOD1 inhibition -6%, KOR beta-arrestin-2 -60%, GPR55 antagonists 10%, NS5 inhibitors 2% and GPR35 arrestin U2OS 0%.
Screening CCCOc1cccc(C(=O)NC(=S)Nc2cccc(C(F)(F)F)c2)c1 returned GPR55 activation -0.1%, West Nile antiviral -0.1%, HIV peptide binding -0.5%, KOR beta-arrestin-1 -0.2%, NOD1 inhibition 6%, KOR beta-arrestin-2 -34%, GPR55 antagonists 3%, NS5 inhibitors 1% and GPR35 arrestin U2OS 4%.

Bioassay records (PubChem BioAssay)
